# Screening data (PubChem)
# Mtb BioA inh = BioA (M. tuberculosis) enzyme inhibition. purified M. tuberculosis BioA enzyme, plate reader. inhibition, % at 9.99 µM. 360,000 compounds, 0.096% hits; in the data active means inhibition above about 40%
# * hit, by the source's call. Not all compounds are listed; count on the stated rates, not on these rows.
smiles | Mtb BioA inh
Cc1noc(C)c1S(=O)(=O)Nc1ccc2c(c1)CC(=O)N([C@H](C)CO)C[C@H](C)[C@H](CN(C)C(=O)Nc1ccc3c(c1)OCO3)O2 | 0.9
Cc1noc(C)c1NC(=O)N(C)C[C@H]1Oc2ccc(NC(=O)NC3CCCCC3)cc2C(=O)N([C@H](C)CO)C[C@H]1C | -0.7
COCC#Cc1ccc([C@@H]2[C@@H](CO)N3CCCCN(S(=O)(=O)c4ccccc4C)C[C@@H]23)cc1 | -1.0
COc1cccc(S(=O)(=O)Nc2ccc3c(c2)[C@H]2C[C@H](CC(=O)NCC(F)(F)F)O[C@H](CO)[C@H]2O3)c1 | 0.4
CC(C)C#Cc1cnc2c(c1)C(=O)N([C@@H](C)CO)C[C@H](C)[C@H](CN(C)C(=O)Cc1ccncc1)O2 | 2.9
C[C@@H]1CN([C@H](C)CO)C(=O)c2cccc(NS(=O)(=O)c3ccc(Cl)cc3)c2O[C@H]1CN(C)S(=O)(=O)c1ccccc1 | -1.9
Cc1noc(C)c1NC(=O)Nc1ccc2c(c1)C(=O)N([C@@H](C)CO)C[C@H](C)[C@H](CN(C)S(=O)(=O)c1ccc(Cl)cc1)O2 | -1.7
C[C@H](CO)N1C[C@H](C)[C@H](CN(C)C(=O)C2CCCCC2)Oc2cc(-c3ccccc3)ccc2S1(=O)=O | 2.3

# A second format for two compounds above:
> CC(C)C#Cc1cnc2c(c1)C(=O)N([C@@H](C)CO)C[C@H](C)[C@H](CN(C)C(=O)Cc1ccncc1)O2
- Mtb BioA inh = 2.9
> C[C@@H]1CN([C@H](C)CO)C(=O)c2cccc(NS(=O)(=O)c3ccc(Cl)cc3)c2O[C@H]1CN(C)S(=O)(=O)c1ccccc1
- Mtb BioA inh = -1.9

# Next results:
smiles | Mtb BioA inh
CC(C)NC(=O)Nc1ccc2c(c1)C(=O)N([C@H](C)CO)C[C@@H](C)[C@H](CN(C)C(=O)Nc1cccc3ccccc13)O2 | 1.3
CC(C)NC(=O)N(C)C[C@H]1Oc2ccc(NS(=O)(=O)c3ccccc3)cc2CC(=O)N([C@@H](C)CO)C[C@H]1C | 2.6
C[C@@H]1CCCCO[C@@H](CN(C)C(=O)Nc2ccccc2)[C@H](C)CN([C@H](C)CO)C(=O)c2cc(NC(=O)Nc3ccc(F)cc3)ccc2O1 | -0.2
COC(=O)C[C@H]1C[C@@H]2c3cc(NS(=O)(=O)c4cccc(OC)c4)ccc3O[C@@H]2[C@H](CO)O1 | -2.0
CCCC#Cc1ccc([C@@H]2[C@H](CO)N3CCCCN(CC4CC4)C[C@@H]23)cc1 | 2.6
CC(C)CC#Cc1cnc2c(c1)C(=O)N([C@H](C)CO)C[C@H](C)[C@H](CN(C)C(=O)c1cccnc1)O2 | -1.0
O=C(C[C@H]1CC[C@@H]2[C@H](COC[C@@H](O)CN2C(=O)c2cccnc2)O1)NCc1ccc(-c2ccccc2)cc1 | -2.6
CO[C@H]1CN(C)C(=O)c2ccc(NC(=O)C3CC3)cc2OC[C@@H](C)N(CCC(F)(F)F)C[C@H]1C | 6.1

# Continued:
smiles | Mtb BioA inh
Cc1noc(C)c1S(=O)(=O)Nc1ccc2c(c1)C(=O)N([C@H](C)CO)C[C@H](C)[C@@H](CN(C)C(=O)CCC(F)(F)F)OCCCC[C@@H](C)O2 | 1.6
COC(=O)[C@@H]1[C@@H](CO)[C@@H]2Cn3c(ccc(-c4ccccc4)c3=O)[C@@H]2N1CCc1ccccc1 | 8.1
C/C=C/c1ccc2c(c1)O[C@@H](CN(C)Cc1cccc(F)c1)[C@H](C)CN([C@@H](C)CO)S2(=O)=O | -1.8
C[C@H]1CN([C@@H](C)CO)C(=O)c2cc(NS(C)(=O)=O)ccc2O[C@H]1CN(C)S(=O)(=O)c1cn(C)cn1 | -1.4
C/C=C/c1ccc2c(c1)O[C@H](CN(C)C(=O)CN(C)C)[C@@H](C)CN([C@@H](C)CO)S2(=O)=O | -1.2
COc1ccc(NC(=O)Nc2cccc3c2O[C@@H](CN(C)Cc2ccc4c(c2)OCO4)[C@H](C)CN([C@H](C)CO)C3=O)cc1 | 0.6
CN(C)CC(=O)N[C@H]1CC[C@@H](CCn2cc(C3CC3)nn2)O[C@H]1CO | 4.9
COCC(=O)N1[C@@H](CO)[C@@H]2c3ccccc3N(C(=O)Nc3cc(F)ccc3F)C[C@@H]21 | 4.1

# (listing goes on)
smiles | Mtb BioA inh
C[C@@H]1CN([C@H](C)CO)C(=O)c2cc(N(C)C)ccc2O[C@@H](C)CCCCO[C@@H]1CN(C)C(=O)Cc1ccccc1 | -1.9
COCC#Cc1ccc2c(c1)O[C@@H](CN(C)CC1CCCCC1)[C@H](C)CN([C@@H](C)CO)S2(=O)=O | 0.5
CC(C)C#Cc1ccc2c(c1)O[C@@H](CN(C)C)[C@H](C)CN([C@@H](C)CO)S2(=O)=O | -0.8
C[C@@H]1CCCCO[C@@H](CN(C)Cc2ccccc2)[C@H](C)CN([C@H](C)CO)C(=O)c2cc(NC(=O)c3ccncc3)ccc2O1 | 3.4
C[C@@H]1CCCCO[C@@H](CN(C)CC2CCCCC2)[C@@H](C)CN([C@H](C)CO)C(=O)c2cc(NC(=O)CCCCCC(=O)Nc3ccccc3N)ccc2O1 | -0.6
C[C@H](CO)N1C[C@H](C)[C@H](CN(C)C(=O)Nc2ccccc2F)Oc2ncc(-c3ccccc3)cc2C1=O | 0.3
C[C@@H]1CCCCO[C@@H](CN(C)S(C)(=O)=O)[C@@H](C)CN([C@H](C)CO)C(=O)c2cc(NS(=O)(=O)c3cn(C)cn3)ccc2O1 | 3.7
CCCC#Cc1cnc2c(c1)C(=O)N([C@@H](C)CO)C[C@@H](C)[C@H](CN(C)C(=O)Nc1ccc(OC)cc1)O2 | -0.9

# Six entries drawn at random from those above:
smiles | Mtb BioA inh
CC(C)C#Cc1ccc2c(c1)O[C@@H](CN(C)C)[C@H](C)CN([C@@H](C)CO)S2(=O)=O | -0.8
COCC(=O)N1[C@@H](CO)[C@@H]2c3ccccc3N(C(=O)Nc3cc(F)ccc3F)C[C@@H]21 | 4.1
CC(C)NC(=O)Nc1ccc2c(c1)C(=O)N([C@H](C)CO)C[C@@H](C)[C@H](CN(C)C(=O)Nc1cccc3ccccc13)O2 | 1.3
C[C@H]1CN([C@@H](C)CO)C(=O)c2cc(NS(C)(=O)=O)ccc2O[C@H]1CN(C)S(=O)(=O)c1cn(C)cn1 | -1.4
Cc1noc(C)c1S(=O)(=O)Nc1ccc2c(c1)CC(=O)N([C@H](C)CO)C[C@H](C)[C@H](CN(C)C(=O)Nc1ccc3c(c1)OCO3)O2 | 0.9
Cc1noc(C)c1NC(=O)Nc1ccc2c(c1)C(=O)N([C@@H](C)CO)C[C@H](C)[C@H](CN(C)S(=O)(=O)c1ccc(Cl)cc1)O2 | -1.7

# The listing continues:
smiles | Mtb BioA inh
O=C(NCc1ccncn1)[C@@H]1[C@@H](CO)[C@@H]2Cn3c(ccc(-c4cccc(F)c4)c3=O)[C@@H]2N1CC1CC1 | 8.6
CNC[C@H]1Oc2c(NS(=O)(=O)c3ccc(OC)cc3)cccc2C(=O)N([C@@H](C)CO)C[C@@H]1C | -1.1
Cc1noc(C)c1S(=O)(=O)N(C)C[C@@H]1OCCCC[C@H](C)Oc2ccc(NC(=O)Cc3ccccc3)cc2C(=O)N([C@H](C)CO)C[C@@H]1C | 0.3
COc1cccc(C(=O)Nc2ccc3c(c2)OC[C@H](C)N(C(=O)C2CCCC2)C[C@H](C)[C@H](OC)CN(C)C3=O)c1 | -3.6
CC(=O)N1[C@H](CNC(=O)CN(C)C)[C@H](c2ccc(C3=CCCC3)cc2)[C@@H]1CO | -0.8
C[C@H]1CN([C@@H](C)CO)C(=O)c2cc(C#CCN(C)C)cnc2O[C@@H]1CN(C)C(=O)Nc1cc(F)ccc1F | -0.1
O=C(C[C@H]1C=C[C@H](NC(=O)c2ccncc2)[C@H](CO)O1)NCCc1ccncc1 | -2.9
C[C@@H]1CN([C@@H](C)CO)C(=O)c2cc(NC(=O)NC3CCCCC3)ccc2O[C@H]1CN(C)C(=O)Nc1ccc(F)cc1 | -0.2

# Later entries:
smiles | Mtb BioA inh
C[C@H](CO)N1C[C@H](C)[C@H](CN(C)C(=O)Nc2cccc3ccccc23)Oc2ccc(N(C)C)cc2CC1=O | 1.3
Cc1noc(C)c1NC(=O)N(C)C[C@@H]1OCCCC[C@H](C)Oc2ccc(NS(C)(=O)=O)cc2C(=O)N([C@@H](C)CO)C[C@H]1C | -2.2
C[C@H](CO)N1C[C@H](C)[C@H](CN(C)S(=O)(=O)c2cccs2)OCCCC[C@H](C)Oc2ccc(NS(C)(=O)=O)cc2C1=O | 1.7
COc1ccc(S(=O)(=O)N[C@H]2CC[C@@H](CC(=O)N3CCN(c4ccccc4)CC3)O[C@H]2CO)cc1 | 1.2
C[C@@H]1CCCCO[C@H](CN(C)C(=O)Cc2ccccc2)[C@H](C)CN([C@@H](C)CO)C(=O)c2cc(NS(=O)(=O)c3ccc(F)cc3)ccc2O1 | 0.7
Cc1cccc(S(=O)(=O)N2C[C@H](O)COC[C@@H]3O[C@H](CC(=O)Nc4ccccc4)CC[C@H]32)c1 | -0.8
COc1cccc(C#Cc2cnc3c(c2)C(=O)N([C@@H](C)CO)C[C@@H](C)[C@H](CN(C)C(C)=O)O3)c1 | 0.2
Cc1cc(C(=O)Nc2cccc3c2O[C@@H](CN(C)S(C)(=O)=O)[C@@H](C)CN([C@H](C)CO)C3=O)n(C)n1 | -4.9

# Later entries
smiles | Mtb BioA inh
C[C@@H]1CN([C@@H](C)CO)C(=O)c2cc(N(C)C)ccc2O[C@@H](C)CCCCO[C@H]1CN(C)C(=O)C1CCCCC1 | 2.3
C[C@H](CO)N1C[C@H](C)[C@@H](CN(C)Cc2ccccc2)Oc2ccc(NC(=O)Nc3ccccc3)cc2C1=O | -1.0
O=C(C[C@H]1CC[C@@H]2[C@H](COC[C@@H](O)CN2C(=O)c2cnccn2)O1)NCc1ccc(Oc2ccccc2)cc1 | -1.1
CO[C@@H]1CN(C)C(=O)c2cc(NC(=O)C3CC3)ccc2OC[C@@H](C)N(Cc2cc(F)ccc2F)C[C@@H]1C | -0.7
CN1CCN(C(=O)C[C@@H]2CC[C@@H]3[C@H](COC[C@@H](O)CN3CC3CCCCC3)O2)CC1 | -0.9
O=C(NCc1ccccn1)[C@H]1[C@H](CO)[C@H]2Cn3c(ccc(C4=CCCC4)c3=O)[C@@H]1N2Cc1cccnc1 | -2.0
CNC[C@@H]1Oc2ccc(NS(=O)(=O)c3ccc(OC)cc3)cc2CC(=O)N([C@H](C)CO)C[C@H]1C | 0.9
CN(C)CCCNC(=O)C[C@@H]1CC[C@@H]2[C@@H](COc3ccc(NC(=O)NC4CCCC4)cc3C(=O)N2C)O1 | -2.5

# Additional compounds follow.
smiles | Mtb BioA inh
C[C@@H]1CCCCO[C@@H](CN(C)C(=O)Cc2ccccc2)[C@@H](C)CN([C@@H](C)CO)C(=O)c2cc(N(C)C)ccc2O1 | -3.0
C[C@H]1CN([C@@H](C)CO)C(=O)c2cc(NC(=O)Nc3ccc(C(F)(F)F)cc3)ccc2O[C@H]1CN(C)CC1CC1 | -3.3
C[C@H]1CN([C@@H](C)CO)C(=O)c2cc(/C=C/c3ccccc3)cnc2O[C@H]1CN(C)C(=O)NC1CCCCC1 | -1.3
CCC(=O)N1CC[C@H]2[C@H](CO)Nc3ccc(C#Cc4cccnc4)cc3[C@H]21 | 2.1
COc1ccccc1NC(=O)N[C@@H]1CC[C@H](CC(=O)N[C@H](C)c2ccccc2)O[C@H]1CO | 0.5
Cc1noc(C)c1NC(=O)Nc1ccc2c(c1)C(=O)N([C@H](C)CO)C[C@H](C)[C@@H](CN(C)CC1CCCCC1)OCCCC[C@H](C)O2 | 6.3
CCCNC(=O)C[C@@H]1C[C@@H]2c3cc(NS(C)(=O)=O)ccc3O[C@@H]2[C@H](CO)O1 | -1.5
CCCNC(=O)N(C)C[C@H]1Oc2ncc(-c3ccc(F)cc3)cc2C(=O)N([C@@H](C)CO)C[C@H]1C | 0.3

# The listing continues:
smiles | Mtb BioA inh
C[C@@H]1CCCCO[C@@H](CN(C)S(=O)(=O)c2ccc(F)cc2)[C@H](C)CN([C@H](C)CO)C(=O)c2cc(NC(=O)NC3CCCCC3)ccc2O1 | -0.5
C[C@@H]1CCCCO[C@H](CN(C)C(=O)Nc2ccc3c(c2)OCO3)[C@@H](C)CN([C@H](C)CO)C(=O)c2cc(NS(=O)(=O)c3ccccc3)ccc2O1 | -0.6
C[C@@H]1CN([C@@H](C)CO)C(=O)Cc2cc(NC(=O)C3CC3)ccc2O[C@@H]1CN(C)CC1CC1 | 0.3
COCC#Cc1ccc([C@@H]2[C@H]3CN(C(=O)Cc4ccccn4)CCCCN3[C@H]2CO)cc1 | 0.7
N#C[C@H]1[C@@H](c2ccccc2)[C@@H](CO)N1C(=O)c1cccnc1 | 0.0
CC(C)c1cn(CC[C@@H]2CC[C@H](NC(=O)c3cccc(F)c3)[C@H](CO)O2)nn1 | -1.7
CCCNC(=O)C[C@H]1CC[C@H]2[C@H](COc3ccc(NC(=O)c4cc(C)on4)cc3C(=O)N2C)O1 | -4.6
C[C@@H]1CN([C@@H](C)CO)C(=O)c2cc(NC(=O)CCCN(C)C)ccc2O[C@@H](C)CCCCO[C@H]1CN(C)Cc1ccc2c(c1)OCO2 | -0.5

# Next section
smiles | Mtb BioA inh
Cc1noc(C)c1NC(=O)Nc1cccc2c1O[C@@H](CN(C)C(=O)Nc1cccc3ccccc13)[C@H](C)CN([C@H](C)CO)C2=O | 1.6
CN1C[C@H]2[C@@H](c3ccccc31)[C@@H](CO)N2S(=O)(=O)c1ccccc1 | 0.9
C/C=C/c1cnc2c(c1)C(=O)N([C@H](C)CO)C[C@@H](C)[C@@H](CN(C)C(=O)Nc1ccc(C(F)(F)F)cc1)O2 | 3.8
C[C@H]1CN([C@@H](C)CO)C(=O)c2cc(NC(=O)Nc3ccc4c(c3)OCO4)ccc2O[C@@H]1CN(C)S(=O)(=O)c1cccs1 | 1.2
O=C(NCC[C@@H]1CC[C@H](NC(=O)C2CCCCC2)[C@H](CO)O1)c1cnccn1 | 0.3
C[C@H](CO)N1C[C@H](C)[C@H](CN(C)S(=O)(=O)c2ccccc2)OCCCC[C@H](C)Oc2ccc(NC(=O)Cc3ccccc3)cc2C1=O | 1.2
O=C(C[C@H]1C[C@@H]2c3cc(NC(=O)C4CCOCC4)ccc3O[C@@H]2[C@@H](CO)O1)NCc1cc(F)ccc1F | -0.7
O=C(NCC[C@@H]1CC[C@H](NS(=O)(=O)c2ccc(Cl)cc2)[C@@H](CO)O1)c1ccc2c(c1)OCO2 | -0.8
